Screening results deposited in PubChem by several laboratories.
GPR35 arrestin U2OS – GPR35 antagonists blocking zaprinast-driven arrestin recruitment, primary screen, imaging, U2OS, beta-arrestin-GFP, zaprinast agonist (AID 2058). one-dose inhibition, % at 10 µM; IC50 in µM for titrated hits. G-protein coupled receptor 35 (Homo sapiens). actives 0.052% (n = 290,000). U2OS GPR35 beta-arrestin-GFP translocation imaging, zaprinast antagonism; higher % means a stronger effect;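 active means inhibition of at least 50% with at least 30 cells and total cytoplasm GFP at most 10,000,000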
GPR55 antagonists – GPR55 antagonists blocking LPI-driven arrestin recruitment, primary screen, imaging, U2OS, beta-arrestin-GFP, LPI agonist (AID 2013). U2OS GPR55 beta-arrestin-GFP translocation imaging, LPI antagonism; higher % means a stronger effect. one-dose inhibition, % at 10 µM; IC50 in µM for titrated hits. actives 0.13% (n = 290,000);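 active means spots per cell inhibited over 60%, with over 100 cells counted and total cytoplasm intensity under 500,000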;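 further: U2OS cells stably carrying GPR55 and arrestin-GFP stimulated by 5 µM LPI near EC80; imaged beta-arrestin-GFP aggregate spots per cell after agonist stimulation; plate controls were LPI-stimulated DMSO wells for no effect and DMSO wells without LPI for full effect; some results filed as inactive read as strong as hits; confirmed hits need IC50 under 10 µM and bright autofluorescent wells are also inconclusive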
LYP phosphatase – inhibitors of LYP phosphatase, biochemical, fluorescence intensity, uHTS (AID 1779). actives 0.054% (n = 290,000). recombinant LYP phosphatase, fluorescence intensity; higher % means a stronger effect. Tyrosine-protein phosphatase non-receptor type 22 (Homo sapiens). inhibition, % at 11.5 µM, or IC50 in µM where a hit was titrated; in the data active means inhibition above about 50%;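 further: plate controls were vehicle with enzyme for no effect and no enzyme for full effect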
GPR55 activation – GPR55 agonists via beta-arrestin recruitment, primary screen, imaging, U2OS cells, beta-arrestin-GFP redistribution (AID 1961) | actives 0.048% (n = 290,000) | activation, % at 10 µM; hits with a dose series show EC50 in µM | U2OS GPR55 beta-arrestin-GFP redistribution imaging; higher % means a stronger effect;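 active means activation above 40% with more than 50 cells counted in the well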;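 further: U2OS osteosarcoma cells stably expressing GPR55 and beta-arrestin-GFP; plate controls were DMSO negative control for no effect and LPI positive control for full effect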
NTR1 ag – agonists of NTR1, primary screen, imaging, U2OS cells, beta-arrestin-GFP, high content (AID 493036) | actives 0.17% (n = 330,000) | Neurotensin receptor type 1 (Homo sapiens), P30989 | NTR1-U2OS beta-arrestin-GFP spot imaging, agonist mode | activation, % at 20 µM;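 active means activation at or above 40% of the spot to cytoplasm intensity ratio, with at least 20 cells analyzed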;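 further: 0% = DMSO without peptide and 100% = 100 nM NTR1 peptide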
Target sequence (P30989 whole entry, looked up): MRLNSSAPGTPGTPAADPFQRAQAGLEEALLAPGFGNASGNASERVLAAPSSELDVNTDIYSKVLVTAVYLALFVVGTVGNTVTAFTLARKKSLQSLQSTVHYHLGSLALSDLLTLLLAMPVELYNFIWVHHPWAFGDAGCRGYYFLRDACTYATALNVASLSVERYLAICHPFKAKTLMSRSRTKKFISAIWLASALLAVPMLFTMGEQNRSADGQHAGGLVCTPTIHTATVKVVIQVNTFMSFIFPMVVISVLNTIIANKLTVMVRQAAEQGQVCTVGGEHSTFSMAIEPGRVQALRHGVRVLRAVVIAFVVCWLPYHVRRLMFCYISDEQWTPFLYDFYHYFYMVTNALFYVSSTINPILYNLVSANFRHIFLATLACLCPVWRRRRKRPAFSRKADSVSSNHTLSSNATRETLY
Lipid droplet – inhibitors of hepatocyte lipid droplet formation, primary screen, imaging, high-throughput imaging, BODIPY stain; AML12 mouse hepatocytes, oleate lipid droplets; inhibition, % at 6.5 µM; actives 0.4% (n = 240,000); AID 1656, 2009;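 active means lipid droplet intensity inhibited by at least 50%, with more than 500 cells counted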
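Assay system: AML12 mouse liver cells | Compound: 6.5 µM single-point dosing | Schedule: Overnight exposure | Technique: Fluorescence imaging, 20x objective, two fields per well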
MgcRacGAP inhibition – MgcRacGAP GTPase-activating activity inhibitors, confirmation, biochemical, ADP Hunter fluorescence; Rac GTPase-activating protein 1 (Homo sapiens); MgcRacGAP-stimulated Rac1 GTP hydrolysis, ADP Hunter fluorescence; higher % means a stronger effect; GST-tagged Rac1 F28L mutant substrate; one-dose inhibition, % at 30 µM; IC50 in µM for titrated hits; actives 0.6% (n = 340,000); AID 624330, 2012;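 active means first-screen hits whose inhibition reached a set limit at any dose in the follow-up dose series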;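 further: fluorescence reports GDP produced by GAP-driven GTP hydrolysis; strong numbers were not always called active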
SV40 large T antigen – SV40 large T antigen inhibitors, biochemical (AID 1903). SV40 large T antigen ATPase/helicase inhibition assay; higher % means a stronger effect. inhibition, % at 20 µM; hits with a dose series show IC50 in µM. actives 0.39% (n = 310,000); in the data active means a potency from the dose series; further: strong numbers were not always called active
T cell HTS – modulators of CD8 T cell-vesicle binding, primary screen, mouse 2C CD8+ T cells, flow cytometry. actives 0.068% (n = 330,000). calls only at 7 µM. 2C CD8+ T cell-vesicle binding; hits give low values;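 active means response, share of CD8 T cells binding vesicles, and their 90th percentile fluorescence all below set limits, cut at about 80% in these data, passing the limit was not always enough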
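Test system: purified 2C TCR transgenic mouse naive CD8+ T cells. Probe or stimulus: QL9-peptide-loaded Drosophila micro-vesicles bearing Ld, ICAM-1 and B7-1. Incubation: binding step 1.5 h, 37 °C, antibody labelling 20 min, ice. Measured by: flow cytometry of vesicle-bound cells.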
Lipid droplet cells 6.5 µM – second read-out of Lipid droplet, no call of its own (marks repeat the call); cell count; measured here: cell count, cytotoxicity flag;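 cells counted across two imaged fields per well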
T cell HTS vesicle-bound % – further read-out of T cell HTS, marked with its call; double positive events, %; measured here: CD8+ vesicle-bound cell fraction;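 binding gate set so that unloaded-vesicle control wells show 10% double positive cells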
NTR1 ag cell count 20 µM – second read-out of NTR1 ag, no call of its own (marks repeat the call); cell count; measured here: cell count, cytotoxicity flag
* hit, by the source's call.

`CCc1nc(SCC(=O)NNC(=O)C(C)C)c2ccccc2n1` gave GPR35 arrestin U2OS 9%, GPR55 antagonists 5%, LYP phosphatase 4%, GPR55 activation 0.0%, NTR1 ag -2.0, Lipid droplet -11, MgcRacGAP inhibition 3%, SV40 large T antigen 6%, T cell HTS inactive, Lipid droplet cells 6.5 µM 637, T cell HTS vesicle-bound % 52 and NTR1 ag cell count 20 µM 85.
For CC(=O)CCc1oc2c([N+](=O)[O-])cccc2c1-c1ccc(C)o1 the results were GPR35 arrestin U2OS -12%, GPR55 antagonists 5%, LYP phosphatase 2%, GPR55 activation -0.1%, NTR1 ag 0.4, Lipid droplet 2, MgcRacGAP inhibition -9%, SV40 large T antigen -6%, T cell HTS inactive, Lipid droplet cells 6.5 µM 673, T cell HTS vesicle-bound % 17 and NTR1 ag cell count 20 µM 51.
COc1cc2c(cc1OC)CN(C(=O)C(CCSC)NS(=O)(=O)c1ccc(C)cc1)CC2 (stereo not given) was read as GPR35 arrestin U2OS -1%, GPR55 antagonists 7%, LYP phosphatase -6%, GPR55 activation 0.2%, NTR1 ag -1.9, Lipid droplet -13, MgcRacGAP inhibition 5%, SV40 large T antigen 4%, T cell HTS inactive, Lipid droplet cells 6.5 µM 810, T cell HTS vesicle-bound % 20 and NTR1 ag cell count 20 µM 83.
For CC(C)CNC(=O)NC(=O)COc1ncnc2sccc12 the results were GPR35 arrestin U2OS 15%, LYP phosphatase -7%, GPR55 activation 0.0%, NTR1 ag 1.3, MgcRacGAP inhibition -2%, SV40 large T antigen 7%, T cell HTS inactive, T cell HTS vesicle-bound % 11 and NTR1 ag cell count 20 µM 75.
CC1(c2ccccc2)NC(=O)N(CC(=O)Nc2ccc(S(N)(=O)=O)cc2)C1=O (stereo not given) was read as GPR35 arrestin U2OS 1%, GPR55 antagonists 9%, LYP phosphatase -7%, GPR55 activation 0.3%, NTR1 ag -0.4, Lipid droplet 5, MgcRacGAP inhibition 6%, SV40 large T antigen 7%, T cell HTS inactive, Lipid droplet cells 6.5 µM 784, T cell HTS vesicle-bound % 32 and NTR1 ag cell count 20 µM 43.
Screening CCOC(=O)c1nnc(-c2ccccc2)nc1N1CC(C)OC(C)C1 (stereo not given) returned GPR35 arrestin U2OS -6%, GPR55 antagonists -9%, LYP phosphatase -6%, GPR55 activation 0.2%, NTR1 ag -0.4, Lipid droplet -8, MgcRacGAP inhibition -2%, SV40 large T antigen 10%, T cell HTS inactive, Lipid droplet cells 6.5 µM 602, T cell HTS vesicle-bound % 59 and NTR1 ag cell count 20 µM 91.
Screening Cc1[nH]nc2c1C1(C(=O)Nc3ccc([N+](=O)[O-])cc31)C(C#N)=C(N)O2 (stereo not given) returned GPR35 arrestin U2OS -7%, GPR55 antagonists 0%, LYP phosphatase -6%, GPR55 activation 0.0%, NTR1 ag 0.9, Lipid droplet -1, MgcRacGAP inhibition 6%, SV40 large T antigen 19%, T cell HTS inactive, Lipid droplet cells 6.5 µM 731, T cell HTS vesicle-bound % 39 and NTR1 ag cell count 20 µM 77.
`COc1ccc(/C=C(/NC(=O)c2ccccc2)C(=O)NCCCn2ccnc2)cc1OC` gave GPR35 arrestin U2OS 2%, GPR55 antagonists 12%, LYP phosphatase -2%, GPR55 activation -0.1%, NTR1 ag -0.1, Lipid droplet 1, MgcRacGAP inhibition 15%, SV40 large T antigen 6%, T cell HTS inactive, Lipid droplet cells 6.5 µM 678, T cell HTS vesicle-bound % 52 and NTR1 ag cell count 20 µM 74.
Screening CCC(C)[C@H](NC(=O)Nc1ccc(C)cc1C)C(=O)O (stereo not given in full) returned GPR35 arrestin U2OS 0%, GPR55 antagonists -2%, LYP phosphatase 0%, GPR55 activation -0.3%, NTR1 ag -0.7, Lipid droplet 3, MgcRacGAP inhibition 12%, SV40 large T antigen 16%, T cell HTS inactive, Lipid droplet cells 6.5 µM 752, T cell HTS vesicle-bound % 20 and NTR1 ag cell count 20 µM 59.
Screening O=C(CCCSc1nc2ccccc2s1)NC1=NCCS1 returned GPR35 arrestin U2OS 2%, GPR55 antagonists -16%, LYP phosphatase -6%, GPR55 activation 0.3%, NTR1 ag 1.1, Lipid droplet -7, MgcRacGAP inhibition 9%, SV40 large T antigen 12%, T cell HTS inactive, Lipid droplet cells 6.5 µM 499, T cell HTS vesicle-bound % 20 and NTR1 ag cell count 20 µM 44.
`Cc1ccc(NC(=O)CN2C(=O)COc3ccc(C)cc32)nc1` gave GPR35 arrestin U2OS 6%, GPR55 antagonists -5%, LYP phosphatase -4%, GPR55 activation -0.3%, NTR1 ag -2.5, MgcRacGAP inhibition 6%, SV40 large T antigen -2%, T cell HTS inactive, T cell HTS vesicle-bound % 25 and NTR1 ag cell count 20 µM 48.
For CCOC(=O)C1(Cc2ccccc2)CCCN(C2CCN(C(C)=O)CC2)C1 (stereo not given) the results were GPR35 arrestin U2OS 5%, GPR55 antagonists 0%, LYP phosphatase -3%, GPR55 activation 0.0%, NTR1 ag -0.4, Lipid droplet -3, MgcRacGAP inhibition 5%, SV40 large T antigen 11%, T cell HTS inactive, Lipid droplet cells 6.5 µM 724, T cell HTS vesicle-bound % 62 and NTR1 ag cell count 20 µM 37.
For CCCC1(C(=O)OC)NC(c2ccc(OC)cc2OC)C2C(=O)N(c3cccc(C(C)=O)c3)C(=O)C21 (stereo not given) the results were GPR35 arrestin U2OS 5%, GPR55 antagonists 1%, LYP phosphatase -2%, GPR55 activation -0.2%, NTR1 ag -1.4, Lipid droplet -17, MgcRacGAP inhibition 3%, SV40 large T antigen 5%, T cell HTS inactive, Lipid droplet cells 6.5 µM 795, T cell HTS vesicle-bound % 56 and NTR1 ag cell count 20 µM 65.
For CCOC(=O)c1ccc(NC(=O)C(CC)CC)cc1 the results were GPR35 arrestin U2OS 10%, GPR55 antagonists 4%, LYP phosphatase -7%, GPR55 activation -1.0%, NTR1 ag -1.7, MgcRacGAP inhibition 3%, SV40 large T antigen 6%, T cell HTS inactive, T cell HTS vesicle-bound % 33 and NTR1 ag cell count 20 µM 72.
Screening OC(CN1CCN(Cc2ccccc2)CC1)c1ccc(F)cc1 (stereo not given) returned GPR35 arrestin U2OS 6%, GPR55 antagonists -3%, LYP phosphatase -6%, GPR55 activation 0.1%, NTR1 ag 0.5, Lipid droplet 1, MgcRacGAP inhibition -1%, SV40 large T antigen -10%, T cell HTS inactive, Lipid droplet cells 6.5 µM 746, T cell HTS vesicle-bound % 4 and NTR1 ag cell count 20 µM 34.
`COc1cccc(CN2CCN(C(=O)c3ccc(-c4ccccc4)cc3)CC2)c1OC` gave GPR35 arrestin U2OS 14%, GPR55 antagonists 6%, LYP phosphatase 0%, GPR55 activation 0.2%, NTR1 ag 0.4, Lipid droplet -4, MgcRacGAP inhibition 21%, SV40 large T antigen 9%, T cell HTS inactive, Lipid droplet cells 6.5 µM 666, T cell HTS vesicle-bound % 50 and NTR1 ag cell count 20 µM 71.
Screening COc1ccc(-n2c(Cc3cccn3C)nnc2SCC(=O)NC2CCCC2)cc1 returned GPR35 arrestin U2OS 3%, GPR55 antagonists -6%, LYP phosphatase 0%, GPR55 activation -0.3%, NTR1 ag -0.2, Lipid droplet -34, MgcRacGAP inhibition 3%, SV40 large T antigen 8%, T cell HTS inactive, Lipid droplet cells 6.5 µM 514, T cell HTS vesicle-bound % 39 and NTR1 ag cell count 20 µM 51.
For CCOC(=O)C1CCN(C(=O)CNC(=O)c2nn(-c3ccc(OC)c(Cl)c3)c(=O)c3ccccc23)CC1 the results were GPR35 arrestin U2OS -6%, GPR55 antagonists 2%, LYP phosphatase -5%, GPR55 activation -0.2%, NTR1 ag 2.1, Lipid droplet -1, MgcRacGAP inhibition 6%, SV40 large T antigen 2%, T cell HTS inactive, Lipid droplet cells 6.5 µM 799, T cell HTS vesicle-bound % 47 and NTR1 ag cell count 20 µM 48.
`FC(F)(F)c1ccc(Nc2nnnc3ccccc23)cc1` gave GPR35 arrestin U2OS -1%, GPR55 antagonists 8%, LYP phosphatase -4%, GPR55 activation 1.0%, NTR1 ag 2.2, Lipid droplet 8, MgcRacGAP inhibition 1%, SV40 large T antigen 9%, T cell HTS inactive, Lipid droplet cells 6.5 µM 682, T cell HTS vesicle-bound % 32 and NTR1 ag cell count 20 µM 49.

3 entries already listed, ordered by heavy-atom count, low to high:
Screening OC(CN1CCN(Cc2ccccc2)CC1)c1ccc(F)cc1 (stereo not given) returned GPR35 arrestin U2OS 6%, GPR55 antagonists -3%, LYP phosphatase -6%, GPR55 activation 0.1%, NTR1 ag 0.5, Lipid droplet 1, MgcRacGAP inhibition -1%, SV40 large T antigen -10%, T cell HTS inactive, Lipid droplet cells 6.5 µM 746, T cell HTS vesicle-bound % 4 and NTR1 ag cell count 20 µM 34.
Screening Cc1[nH]nc2c1C1(C(=O)Nc3ccc([N+](=O)[O-])cc31)C(C#N)=C(N)O2 (stereo not given) returned GPR35 arrestin U2OS -7%, GPR55 antagonists 0%, LYP phosphatase -6%, GPR55 activation 0.0%, NTR1 ag 0.9, Lipid droplet -1, MgcRacGAP inhibition 6%, SV40 large T antigen 19%, T cell HTS inactive, Lipid droplet cells 6.5 µM 731, T cell HTS vesicle-bound % 39 and NTR1 ag cell count 20 µM 77.
`COc1ccc(/C=C(/NC(=O)c2ccccc2)C(=O)NCCCn2ccnc2)cc1OC` gave GPR35 arrestin U2OS 2%, GPR55 antagonists 12%, LYP phosphatase -2%, GPR55 activation -0.1%, NTR1 ag -0.1, Lipid droplet 1, MgcRacGAP inhibition 15%, SV40 large T antigen 6%, T cell HTS inactive, Lipid droplet cells 6.5 µM 678, T cell HTS vesicle-bound % 52 and NTR1 ag cell count 20 µM 74.
